Assay outcomes as filed in PubChem.
p53null 32C kill: p53 null cell cytotoxicity, permissive temperature | H1299-neo p53 null cells, ATP luminescence, 24 h, 32C | Potency, µM (doses to about 46.1 µM), inactives show at the top dose activity change, negative = cytotoxicity, actives largely listed as cytotoxic | hit rate 0.62% among 55,000 | AID 903;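 also: potency is read from the fitted curve at half-maximal effect; 0% = DMSO only and -100% = full killing by 100 µM tamoxifen; nearly all actives have a fitted effect of over 55% in size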
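ATP-content luminescence in p53-null H1299-neo cells after 24 h compound exposure (up to 46 uM) at 32C permissive temperature; 0% and 100% killing set by DMSO and 100 uM tamoxifen; Hill-equation AC50.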
TSG101-PTAP inh: inhibitors of HIV-1 PTAP binding to human TSG101, validation. Q99816. Fluorescence polarization, FITC-PTAP peptide/Tsg101, 20 min. Potency, µM (doses to about 115 µM), without a hit: top-dose activity change, negative = inhibition, actives largely listed as inhibitors. 44,000 tested, under 10 active; also: potency is read from the fitted curve at half-maximal effect; 0% is about no effect
Target sequence (Q99816 whole entry, looked up): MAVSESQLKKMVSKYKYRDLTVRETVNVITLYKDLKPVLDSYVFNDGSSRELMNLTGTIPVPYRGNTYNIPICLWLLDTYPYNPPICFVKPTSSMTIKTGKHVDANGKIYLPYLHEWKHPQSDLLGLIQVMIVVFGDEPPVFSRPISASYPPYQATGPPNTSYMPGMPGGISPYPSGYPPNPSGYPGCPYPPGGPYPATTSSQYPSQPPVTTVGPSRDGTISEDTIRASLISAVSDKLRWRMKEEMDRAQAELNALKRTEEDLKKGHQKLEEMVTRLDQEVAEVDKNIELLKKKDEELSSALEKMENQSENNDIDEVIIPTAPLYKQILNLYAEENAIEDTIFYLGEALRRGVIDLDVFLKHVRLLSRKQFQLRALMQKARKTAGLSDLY
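The Tsg101 binding domain, at 10 uM final, is mixed with compound and a FITC peptide bearing the PTAP motif (50 nM final). After 20 min at r.t., polarization is measured; actives defined by CRC class, efficacy cut-off 60% inhibition.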
GALK inhibitor: inhibitors of human galactokinase (GALK); P51570; recombinant GALK, Kinase-Glo ATP luminescence, 1 h; Potency, µM (highest dose often 57.5 µM), inactives show at the top dose activity, negative = inhibition, most hits filed as inhibitors; 44,000 tested, under 10 active; AID 1347072;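 also: plate controls were full GALK reaction for no effect and reaction lacking GALK for full effect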
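5 nM GALK; 35 uM ATP; 100 uM D-galactose; 20 mM HEPES pH 8.0, 5 mM MgCl2, 60 mM NaCl, 1 mM DTT, 0.01% BSA; 1 h RT; Kinase-Glo Plus luminescence.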
B2AR arrestin ag: beta-arrestin recruitment by human beta2-adrenergic receptor ligands | 44,000 tested, under 10 active | HTLA Tango cells, beta-arrestin recruitment, luciferase luminescence, 18 h | Potency, µM (top dose mostly 46.1 µM), for inactives: at the top dose activation, actives largely listed as activators | P07550 | AID 1347077;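 also: potency is read from the fitted curve at half-maximal effect; 0% = DMSO and full agonism = EC100 isoproterenol or metaproterenol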
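First, Tango cells carrying beta2-AR and beta-arrestin fusions received compound up to 46 microM. After 18 hr at 37 degrees C, luciferase substrate was added for 15 minutes, then luminescence gave %Activity for curve fitting.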
NTMT1 inhibitor: inhibitors of human N-terminal methyltransferase NTMT1; hit rate 2.5% among 59,000; NTMT1 MTase-Glo SAH luminescence, purified enzyme; Q9BV86; AID 1645870; Potency, µM (highest dose often 114 µM), inactives show at the top dose activity change, negative = inhibition, hits mostly inhibitors;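 also: potency is read from the fitted curve at half-maximal effect; plate controls were DMSO vehicle for no effect and no enzyme for full effect; nearly all actives have a fitted effect of over 65% in size; many of its hits are not listed in these tables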
FH mod: Identification of activators of human fumarate hydratase by quantitative high-throughput screening; hit rate 0.22% among 54,000; Fumarate hydratase, mitochondrial (Homo sapiens), P07954; FH coupled MDH/diaphorase resazurin fluorescence, 15 min; Potency, µM (top dose mostly 79.9 µM), inactives show at the highest dose activity change, negative = inhibition, most hits filed as inhibitors; also: potency is read from the fitted curve at half-maximal effect; % is scaled to controls: 0 for no effect and ±100 for the full control effect; the screen sought activators but most active calls are inhibition curves; nearly all actives have a fitted effect of over 45% in size
Target sequence (P07954 whole entry, looked up): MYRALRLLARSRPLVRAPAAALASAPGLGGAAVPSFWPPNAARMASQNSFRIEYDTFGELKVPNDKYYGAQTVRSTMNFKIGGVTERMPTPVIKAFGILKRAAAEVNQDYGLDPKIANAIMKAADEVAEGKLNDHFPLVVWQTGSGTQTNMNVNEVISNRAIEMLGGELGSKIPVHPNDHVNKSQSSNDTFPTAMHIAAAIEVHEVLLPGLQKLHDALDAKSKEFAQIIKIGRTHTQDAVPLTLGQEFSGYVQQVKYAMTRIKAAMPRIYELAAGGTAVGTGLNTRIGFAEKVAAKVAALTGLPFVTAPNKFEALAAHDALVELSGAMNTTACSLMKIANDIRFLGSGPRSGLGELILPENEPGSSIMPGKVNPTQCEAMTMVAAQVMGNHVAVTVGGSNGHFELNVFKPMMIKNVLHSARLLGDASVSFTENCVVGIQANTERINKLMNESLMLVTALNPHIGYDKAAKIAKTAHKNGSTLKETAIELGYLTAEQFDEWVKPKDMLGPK
p53null 39C tox: p53 null cell cytotoxicity, nonpermissive temperature; H1299 p53-null (neo) cells, 39C, ATPlite viability, 24 h; Potency, µM (titrated, usually from 46.1 µM), inactives show at the highest dose activity, negative = cell killing, most hits filed as cytotoxic; hit rate 0.97% among 55,000;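 also: potency is read from the fitted curve at half-maximal effect; 0% = DMSO only and -100% = full killing by 100 µM tamoxifen; nearly all actives have a fitted effect of over 50% in size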
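Luminescent ATP signal reported cell survival after H1299 lines (neo, p53 null; or p53 A138V) received up to 46 uM compound and 24 hr incubation at 39C.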
Active calls of the source: *; u = inconclusive; x = no result given; [ ] = remark or other dose. Calls follow the shape of the dose curve; as a rule, active = well fitted curve in the direction sought with a large enough effect; inconclusive = small, poorly fitted or top-dose-only effect, or another doubt; inactive = no such curve, though single readings can be large; an effect the other way counts as inactive or inconclusive.

No.	SMILES	p53null 32C kill	TSG101-PTAP inh	GALK inhibitor	B2AR arrestin ag
1	Cc1ccc(C(=O)COC(=O)C(Cc2c[nH]c3ccccc23)NC(=O)c2ccc(Br)cc2)cc1 (configuration not stated)	5%	-2%	3%	0%
2	Cc1ccc(Cn2c(=O)n(Cc3ccccc3)c(=O)c3c(C)c(C)sc32)cc1	1%	-5%	0%	1%
3	O=C(COc1ccccc1)Nc1ccc2nc(SCC(=O)N3CCOCC3)sc2c1	-8%	-2%	1%	-5%
4	Cc1cc(S(=O)(=O)NCCc2csc(-c3cccc(F)c3)n2)ccc1F	7%	-3%	1%	0%
5	Cc1cc(S(=O)(=O)C(CNC(=O)c2ccc(OC(C)C)cc2)c2cccs2)ccc1F (configuration not stated)	8%	-8%	-3%	1%
6	CCCC(=O)Nc1nnc(SCc2cc(=O)c3ccc(C)cc3[nH]2)s1	0%	1%	1%	0%
7	COc1cccc(CNC(=O)CSC2=Nc3ccccc3N=C(c3ccc(F)cc3)C2)c1	17%	-9%	1%	3%
8	CCc1ccccc1N1CC(c2nc3ccccc3n2CC(C)C)CC1=O (configuration not stated)	2%	-6%	-13%	1%
9	COc1ccc(-c2csc3nc(-c4ccc(F)cc4)oc(=O)c23)cc1	3%	1%	1%	0%
10	CCc1ccc(C2CC(=O)c3c([nH]c(C(=O)OCCOc4ccccc4)c3C)C2)cc1 (configuration not stated)	-21%	0%	-7%	1%
11	CCOC(=O)c1cc(-c2ccccc2)n(-c2cccc(C(=O)NC(C)(C)C)c2)c1C	6%	-2%	0%	1%
12	CCc1ccc(CNC(=O)CN(c2ccc(C)cc2)S(=O)(=O)N(C)C)cc1	-8%	-12%	-1%	1%

No.	NTMT1 inhibitor	FH mod	p53null 39C tox
1	2%	-12%	15%
2	-5%	-7%	18%
3	11%	-7%	u
4	-1%	u	u
5	-3%	11%	32%[activator]
6	2%	2%	2%
7	3%	-3%	-1%
8	-11%	-3%	-18%
9	-13%	9%	25%
10	5%	14%	u
11	4%	-20%	9%
12	-12%	-2%	-9%

(next part)
No.	SMILES	p53null 32C kill	TSG101-PTAP inh	GALK inhibitor	B2AR arrestin ag
13	COC(=O)c1sc2cccc(F)c2c1S(=O)(=O)N1CCN(c2ccc(F)cc2)CC1	-8%	1%	0%	0%
14	CCOc1ccccc1Nc1nnc(-c2cc3cc(OC)ccc3oc2=O)s1	6%	26%	-7%	-2%
15	COc1cccc(N2CCN(C(=O)c3cc4cc5cc(C)ccc5nc4s3)CC2)c1	4%	-4%	1%	-1%
16	COc1ccc(N2CCN(S(=O)(=O)CCNC(=O)Cc3ccc(Cl)cc3)CC2)cc1	0%	0%	-1%	0%
17	O=C(NCCc1c[nH]c2ccccc12)Nc1ccccc1C(F)(F)F	1%	-6%	-1%	-4%
18	CC(C)c1ccc(S(=O)(=O)Nc2ccc3oc4c(c3c2)C(=O)CC(C)(C)C4)cc1	-8%	-2%	0%	-2%
19	COc1ccc(-c2cc(C(=O)NCc3ccc(C)cc3)c3cc(C(C)C)ccc3n2)cc1	-5%	-5%	4%	2%
20	COc1ccc(C2c3c(-c4c(C)cc(C)cc4O)n[nH]c3C(=O)N2Cc2ccco2)cc1 (configuration not stated)	-10%	-1%	4%	1%
21	Cc1ccc(Nc2cc(C(=O)NC3CCCC3)c3ccccc3n2)c(C)c1	-3%	1%	0%	1%
22	Cc1cccc(C)c1NC(=O)c1ccc2nc(CCc3ccccc3)oc2c1	31%[activator]	-5%	3%	0%
23	COc1ccc(-c2nc3ccccc3n3c(-c4ccccc4)c4c(=O)n(C)c(=O)n(C)c4c23)cc1	-10%	-4%	0%	1%
24	CC(C)(C)c1ccc(C(=O)NCC(c2ccco2)S(=O)(=O)c2ccc(F)cc2)cc1 (configuration not stated)	20%	3%	-1%	-1%

No.	NTMT1 inhibitor	FH mod	p53null 39C tox
13	11%	-19%	-6%
14	u	-3%	3%
15	10%	-7%	-6%
16	1%	-6%	-9%
17	9%	-18%	-8%
18	-15%	0%	-12%
19	7%	8%	7%
20	4%	-25%	u
21	11%	-1%	-2%
22	-19%	-21%	49%[activator]
23	22%	-37%	-13%
24	1%	u	u

Single values from above:
compound 24 in NTMT1 inhibitor is entered as 1%
compound 14 in TSG101-PTAP inh is entered as 26%
compound 18 in B2AR arrestin ag is entered as -2%

Further records follow.
No.	SMILES	p53null 32C kill	TSG101-PTAP inh	GALK inhibitor	B2AR arrestin ag
25	CN(C)S(=O)(=O)n1cc(/C=C(\NC(=O)c2ccccc2F)C(=O)NCCCn2ccnc2)c2ccccc21	-3%	-5%	0%	-2%
26	CCc1ccccc1NC(=O)c1ccc(F)c(S(=O)(=O)NC2CCCCCC2)c1	-4%	-2%	1%	-2%
27	CCC(C(=O)OCc1cc(=O)n2nc(C)sc2n1)c1ccccc1 (configuration not stated)	-10%	-3%	-1%	1%
28	CCOC(=O)C1(C)C=C(Nc2ccc(OC)cc2)C(=O)N1c1ccccc1 (configuration not stated)	24%	0%	0%	0%
29	CC(C)(C)c1ccc(C(=O)NCCc2csc3nc(-c4ccccc4F)nn23)cc1	-21%	-7%	-1%	0%
30	COc1ccc(CC(=O)Nc2ccc(-c3nc4ccccc4s3)c(C)c2)cc1	-1%	0%	1%	-2%
31	COc1cccc(CNC(=O)CN2C(=O)CCc3cc(S(=O)(=O)N4CCOCC4)ccc32)c1	-2%	-1%	-1%	-1%
32	COc1cccc(CNC(=O)CN(c2ccc(C(C)C)cc2)S(=O)(=O)c2c(C)n[nH]c2C)c1	20%	-5%	6%	1%
33	COc1cc2c(cc1OC)C(c1ccc(F)cc1)N(c1cccc(C#N)c1)C(=O)C2 (configuration not stated)	-5%	-4%	0%	0%
34	O=C(CC1N=C2c3ccccc3N=C(SCC(=O)Nc3ccc(F)cc3)N2C1=O)NCc1cccs1 (configuration not stated)	-2%	-10%	-2%	-2%
35	Cc1cc(C)cc(NC(=O)CN2C(=O)CSc3ccc(S(=O)(=O)N(C)C)cc32)c1	-5%	0%	0%	0%
36	COc1ccc(CCNC(=O)C(=O)Nc2ccccc2F)cc1	0%	3%	0%	1%

No.	NTMT1 inhibitor	FH mod	p53null 39C tox
25	8%	12%	-19%
26	-5%	1%	-8%
27	-8%	5%	6%
28	1%	-16%	17%
29	-5%	-27%	u
30	1%	5%	11%
31	3%	7%	-5%
32	-2%	-13%	10%
33	x	x	-9%
34	-1%	u	8%
35	4%	u	u
36	2%	0%	0%

(more compounds)
No.	SMILES	p53null 32C kill	TSG101-PTAP inh	GALK inhibitor	B2AR arrestin ag
37	Cc1ccc(Cn2c3ccccc3c3cnn(CC(=O)N4CCCCCC4)c(=O)c32)cc1	9%	-7%	6%	0%
38	O=C(COc1ccccc1Cl)Nc1ccc2oc(-c3ccccc3F)nc2c1	1%	-4%	0%	-5%
39	COc1cccc(CNc2nc3c(-c4ccccc4)nnn3c3ccccc23)c1	-3%	-3%	0%	0%
40	CCn1cc(C(=O)N2CCN(c3cccc(Cl)c3)CC2)c2cc(OC)c(OC)cc2c1=O	22%	-7%	5%	-1%
41	COC(=O)c1ccc(CSc2nnc3ccc4ccccc4n23)cc1	-3%	-6%	1%	u
42	COc1ccc2c(C)c(CCC(=O)NCc3ccc(C)cc3)c(=O)oc2c1	-13%	0%	4%	0%
43	CCOc1cccc2cc(-c3nc(-c4ccc(Cl)cc4)c(C)s3)c(=O)oc12	-6%	-6%	1%	-4%
44	COc1ccc(CNC(=O)c2nc(S(=O)(=O)Cc3ccccc3)ncc2Cl)cc1	-4%	6%	0%	-2%
45	COc1ccc(OCc2ccc(-c3nc(C#N)c(N4CCN(c5ccccc5)CC4)o3)o2)cc1	-6%	-1%	5%	-3%
46	CC(C)(C)c1ccc(-c2nc(NC(=O)CSc3ncnc4sc5c(c34)CCCC5)ns2)cc1	-6%	-1%	0%	1%
47	Cc1ccc(NC(=O)Cn2nnc3sc(-c4ccccc4)cc3c2=O)cc1Cl	-1%	7%	8%	-1%
48	Cc1cccc(N2CCN(C(=O)c3ccc4c(c3)N(Cc3ccccc3F)C(=O)c3ccccc3S4=O)CC2C)c1 (configuration not stated)	-1%	-1%	-3%	-2%

No.	NTMT1 inhibitor	FH mod	p53null 39C tox
37	2%	u	22%
38	17%	0%	19%
39	9%	-2%	-11%
40	-6%	-6%	-9%
41	4%	u	-14%
42	x	x	39%[activator]
43	u	-11%	22%
44	14%	1%	13µM*
45	0%	-4%	28%
46	12%	-4%	-1%
47	4%	-1%	-20%
48	3%	-21%	1%

Record cards, from the list above. Order of screens: p53null 32C kill | TSG101-PTAP inh | GALK inhibitor | B2AR arrestin ag | NTMT1 inhibitor | FH mod | p53null 39C tox
Shown for Cc1ccc(NC(=O)Cn2nnc3sc(-c4ccccc4)cc3c2=O)cc1Cl : -1% | 7% | 8% | -1% | 4% | -1% | -20%
Shown for COc1ccc2c(C)c(CCC(=O)NCc3ccc(C)cc3)c(=O)oc2c1 : -13% | 0% | 4% | 0% | x | x | 39%[activator]
Shown for COc1cccc(CNc2nc3c(-c4ccccc4)nnn3c3ccccc23)c1 : -3% | -3% | 0% | 0% | 9% | -2% | -11%

3 structures already listed, arranged by count of non-hydrogen atoms, smallest number first:
No.	SMILES	p53null 32C kill	TSG101-PTAP inh	GALK inhibitor	B2AR arrestin ag
37	Cc1ccc(Cn2c3ccccc3c3cnn(CC(=O)N4CCCCCC4)c(=O)c32)cc1	9%	-7%	6%	0%
46	CC(C)(C)c1ccc(-c2nc(NC(=O)CSc3ncnc4sc5c(c34)CCCC5)ns2)cc1	-6%	-1%	0%	1%
48	Cc1cccc(N2CCN(C(=O)c3ccc4c(c3)N(Cc3ccccc3F)C(=O)c3ccccc3S4=O)CC2C)c1 (configuration not stated)	-1%	-1%	-3%	-2%

No.	NTMT1 inhibitor	FH mod	p53null 39C tox
37	2%	u	22%
46	12%	-4%	-1%
48	3%	-21%	1%

Next part.
No.	SMILES	p53null 32C kill	TSG101-PTAP inh	GALK inhibitor	B2AR arrestin ag
49	CCC1CCCCN1CCCNC(=O)c1ccc2c(c1)N(Cc1cccc(C)c1)C(=O)c1ccccc1S2(=O)=O (configuration not stated)	-6%	-3%	9%	-1%
50	CCOC(=O)c1cccc(NC(=O)c2cnn(-c3ccccc3)c2-n2cccc2)c1	12%	-4%	2%	-2%
51	COc1ccc(N(C(=O)c2cccc(C)c2)S(=O)(=O)c2ccc(Cl)cc2)cc1	25%	-1%	-17%	1%
52	CCN1C(=O)c2ccccc2S(=O)c2ccc(C(=O)NCc3ccccc3OC)cc21 (configuration not stated)	-11%	-8%	7%	-2%
53	O=c1c2ccccc2n(Cc2cccc(Cl)c2)c(=O)n1CCc1ccccc1	8%	-4%	-19%	0%

No.	NTMT1 inhibitor	FH mod	p53null 39C tox
49	-27%	-4%	-21%
50	-15%	-22%	52%[activator]
51	0%	-23%	-7%
52	-6%	-8%	0%
53	14%	-9%	-4%

A portion of the library; count on the stated rates, not on these rows.
